# DRD3 antagonist: antagonists of human D3 dopamine receptor | 360,000 compounds, 2.5% hits | D3R cells, DiscoveRx beta-arrestin luminescence, antagonist mode; hits give low values | AID 652054 | P35462 | max response, negative = inhibition, %; in the data active = max response below about -50%; inconclusive = no clear call, values can overlap the other calls; also: % is scaled to controls: 0 for no effect and ±100 for the full control effect; mostly tested at two doses, the higher about 12 µM
# Target sequence (P35462 whole entry, looked up): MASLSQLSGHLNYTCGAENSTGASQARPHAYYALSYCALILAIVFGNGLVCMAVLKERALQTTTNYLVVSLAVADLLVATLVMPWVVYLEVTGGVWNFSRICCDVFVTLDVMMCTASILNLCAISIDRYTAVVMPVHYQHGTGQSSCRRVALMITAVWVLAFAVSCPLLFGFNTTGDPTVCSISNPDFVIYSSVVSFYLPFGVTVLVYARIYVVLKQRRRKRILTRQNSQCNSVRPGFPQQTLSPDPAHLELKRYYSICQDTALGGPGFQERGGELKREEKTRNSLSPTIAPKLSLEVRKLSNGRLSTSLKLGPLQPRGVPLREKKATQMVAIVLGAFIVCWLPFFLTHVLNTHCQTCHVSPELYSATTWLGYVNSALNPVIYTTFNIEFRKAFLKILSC
#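 Cells expressing the human receptor were seeded at 1500 cells/well, incubated overnight at 37 degrees C in 5% CO2, then exposed to library compounds with dopamine controls for 90 minutes at 37 degrees C before luminescent detection.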
# Abeta rescue: restores growth of yeast expressing A-beta42 peptide | Potency, µM (highest dose often 46.1 µM), without a hit: at the top dose growth rescue, most hits filed as activators | yeast expressing A-beta42, growth rescue, OD600, 48 h; response scale: 0% DMSO, 100% iron-clioquinol control | AID 1347071 | 410,000 compounds, 0.063% hits; also: potency is read from the fitted curve at half-maximal effect; nearly all actives have a fitted effect of over 55% in size
#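 Yeast A-beta toxicity model in growth medium with pinned compounds, 48 h at 30 C; growth read as absorbance at 600 nm. Normalized to FeCl3/clioquinol equimolar mix (positive) and DMSO (negative).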
# Akt phos inh: blocks phosphorylation of Akt; Neuro2A IGF-stimulated pAkt S473 HTRF, 20 min; hits give low values; activity change, % for hits at 50 µM; 360,000 compounds, 0.32% hits; AID 651550; in the data active = activity change below about -80%; inconclusive = mostly about -51% to -80%; also: % is scaled to controls: 0 for no effect and ±100 for the full control effect
#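 Neuro2A cells (4,500/well, DMEM with 0.5% FBS) were treated with compound at a single 50 µM final concentration, stimulated with 6 nM IGF for 20 min at 37 °C, and lysed. Phospho-Akt Ser473 was read by HTRF as 665/615 ratio ×10^4.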
# FUS yeast rescue: FUS proteinopathy suppression in yeast; Potency, µM (titrated, usually from 76.6 µM), for inactives: at the top dose growth rescue (activation), actives largely listed as activators; S. cerevisiae FUS-expressing, growth rescue, OD600, 24 h; 390,000 compounds, 0.24% hits; AID 1347120;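 also: potency is read from the fitted curve at half-maximal effect; plate controls were DMSO vehicle for no effect and reference control for full effect; nearly all actives have a fitted effect of over 55% in size; some results filed as inactive show a strong effect at the top dose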
#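 Cultures pregrown in 2.5% raffinose medium are shifted to minimal medium containing 2% galactose to express toxic FUS. Compounds are tested at several concentrations. After 24hr at 30C, growth is quantified at 600 nm absorbance.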
# aSyn rescue: inhibitors of alpha-synuclein toxicity in yeast | AID 652106 | Potency, µM (highest dose often 46.1 µM), inactives show at the top dose growth rescue (activation), actives largely listed as activators | 370,000 compounds, 0.14% hits | Yeast expressing alpha-synuclein, growth rescue, BacTiter-Glo, 24 h; also: potency is read from the fitted curve at half-maximal effect; % of control where 0% means no effect; nearly all actives have a fitted effect of over 65% in size
#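 Rescue of yeast growth: cells expressing toxic alpha-synuclein, induced in galactose at OD600 0.02, incubated with compound 24 h at 30 C. ATP luminescence quantified growth; inhibitors of toxicity appear as activators.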
# GLP-1R inv ag: inverse agonists of human GLP-1 receptor; HEK293 GLP-1R CRE-luciferase, luminescence, 24 h; GLP-1R form is constitutively active; AID 624417; 410,000 compounds, 1.6% hits; Potency, µM (top dose mostly 38.3 µM), for the others: at the highest dose activity change, negative = inhibition, most hits filed as inhibitors; P43220; also: potency is read from the fitted curve at half-maximal effect; % is scaled to controls: 0 for no effect and ±100 for the full control effect; nearly all actives have a fitted effect of over 55% in size
# Target sequence (P43220 whole entry, looked up): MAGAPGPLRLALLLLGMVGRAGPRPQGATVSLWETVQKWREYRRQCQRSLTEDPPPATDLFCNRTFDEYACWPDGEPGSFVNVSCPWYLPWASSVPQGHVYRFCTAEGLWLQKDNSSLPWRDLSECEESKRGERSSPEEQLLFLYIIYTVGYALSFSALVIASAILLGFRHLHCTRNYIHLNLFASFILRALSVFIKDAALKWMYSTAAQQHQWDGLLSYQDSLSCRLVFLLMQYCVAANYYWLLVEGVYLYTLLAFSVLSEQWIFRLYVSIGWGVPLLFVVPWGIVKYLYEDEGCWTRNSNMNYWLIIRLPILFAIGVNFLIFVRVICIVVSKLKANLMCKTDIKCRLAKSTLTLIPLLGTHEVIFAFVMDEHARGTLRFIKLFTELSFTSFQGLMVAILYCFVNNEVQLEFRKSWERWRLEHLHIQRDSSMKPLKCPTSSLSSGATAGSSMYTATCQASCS
#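 HEK293 cells stably co-expressing a cAMP-responsive luciferase reporter and constitutively active GLP-1R were seeded, incubated 12 h, then exposed to compounds for 24 h at 37 C. Luminescence was read 12 min after detection reagent; inverse agonists lower signal.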
# GLP-1R agonist: GLP-1 receptor (human) agonism | P43220 | HEK293 GLP-1R CRE-luciferase, luminescence, 4-6 h; cells express a hypersensitive GLP-1R form | Potency, µM (titrated, usually from 45.6 µM), without a hit: top-dose activation, hits mostly activators | 380,000 compounds, 0.007% hits; also: potency is read from the fitted curve at half-maximal effect; % of control where 0% means no effect
# PTHR1 agonist: activates the human parathyroid hormone receptor PTHR1 | Potency, µM (doses to about 115 µM), for the others: at the highest dose activation, usual class: activators | HEK293 GP2 PTHR1 cells, GloSensor cAMP luminescence, 1 h | Q03431 | AID 743266 | 410,000 compounds, 0.075% hits; also: potency is read from the fitted curve at half-maximal effect; nearly all actives have a fitted effect of over 55% in size; some results filed as inactive show a strong effect at the top dose; inactives centre near -15; many of its hits are not listed in these tables
#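 HEK-293-derived GP2 cells expressing PTHR1 and a GloSensor cAMP reporter, 3,000/well, plated overnight, given luciferin plus IBMX (each 0.5 mM as added) for 1 h at 37 °C, then compound for 1 h at 37 °C. Luminescence was read after 15 min at room temperature.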
# TDP43 rescue: TDP-43 toxicity inhibition in yeast; TDP-43 expressing yeast growth rescue, BacTiter-Glo, 24 h; 410,000 compounds, 1.8% hits; AID 652104; Potency, µM (series often up to 46.1 µM), for inactives: at the highest dose growth rescue (activation), usual class: activators; also: potency is read from the fitted curve at half-maximal effect; % of control where 0% means no effect; nearly all actives have a fitted effect of over 50% in size
#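 Growth rescue of TDP-43-toxic yeast measured as ATP luminescence (BacTiter-Glo). Cells grown to mid-log in raffinose, induced in galactose at OD600=0.02, exposed to compound 24 hr at 30 deg C.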
# * marks the source's active call; other numbers are inactive results; i = inactive; ? = inconclusive; / = no result given; [ ] = another dose, or the depositor's remark. Unless noted, calls follow the shape of the dose curve; as a rule, active = well fitted curve in the direction sought with a large enough effect; inconclusive = small, poorly fitted or top-dose-only effect, or another doubt; inactive = no such curve, though single readings can be large; an effect the other way counts as inactive or inconclusive.
1) Cc1ccc(-n2ncc3c2CCCC3NC(=O)c2ocnc2C)cc1C (configuration not stated)
2) CC1(C)CC(NC(=O)c2cccc(S(=O)(=O)N(Cc3ccccc3)c3ccccc3)c2)CC(C)(C)N1
3) C/C=C(/C)C(=O)Nc1cccc(C2=NOC3(C2)C[C@@H](C(N)=O)N(C(=O)/C=C/CC)C3)c1 (some centres not stated)
4) CC1=C(C(=O)N2CCCCC2)C2(CCC(C)CC2)OC1=O (configuration not stated)
5) Cc1cc(C2(c3ccc(O)c(C)c3)C(=O)Nc3ccccc32)ccc1O
6) CC1(C)Cc2c(sc3c2c(=N)n(Cc2ccco2)c(=O)n3CC(=O)Nc2cccc(Cl)c2)CO1
7) CCC(C)[C@H](N)c1cn([C@@H](Cc2cc3ccccc3[nH]2)C(=O)N2CCNCC2)nn1 (some centres not stated)
8) COC(=O)C1(C)NC(c2cccs2)C2C(=O)N(c3ccc(F)cc3)C(=O)C21 (configuration not stated)

assay / compound	1	2	3	4	5	6	7	8
FUS yeast rescue	/	25%	-7%	-16%	24%	?	-13%	7%
TDP43 rescue	?	13%	4%	0%	-2%	2%	6%	8%
PTHR1 agonist	-87%[inhibitor]	i	i	i	-4%	-3%[57.5 µM]	-3%	-25%[57.5 µM]
DRD3 antagonist	2	-15	4	-2	8	-8	33	2
GLP-1R agonist	1%	-29%	1%	1%	-36%	1%	2%	14%
aSyn rescue	-1%	-3%	-2%	-1%	12%	-4%	-1%	6%
Akt phos inh	i	i	i	i	i	-122%*	i	-107%*
Abeta rescue	-8%	12%	-2%	8%	6%	-8%	3%	-3%
GLP-1R inv ag	-14%	?	12%	-19%	?	0%	11%	5%

9) O=C(c1cc([N+](=O)[O-])[nH]n1)N1CCSCC1
10) Cc1ccc(-c2ccc(CCC(=O)O)n2-c2ccc(C(=O)O)cc2)cc1
11) CC(C)C(NC(=O)OC(C)(C)C)C(=O)N1CCCC1C(=O)NC(Cc1ccccc1)C(N)=O (configuration not stated)
12) Cc1cccc(C)c1NC(=O)CN(C)CC(=O)Nc1sc2c(c1C(N)=O)CCC2
13) CCOC(=O)Cc1csc(NC(=O)c2ccc(Br)o2)n1
14) O=C(NCCSc1c[nH]c2ccccc12)c1c(F)cccc1F
15) CSCCC(c1nc2ccccc2[nH]1)n1c(=O)c(-c2cc3ccccc3[nH]2)nc2ccccc21 (configuration not stated)
16) CN1C(C(=O)Nc2ncccn2)=C(O)c2ccccc2S1(=O)=O

assay / compound	9	10	11	12	13	14	15	16
FUS yeast rescue	-2%	-1%	36%	46%	1%	-19%	44%	8%
TDP43 rescue	2%	10%	-5%	-18%	?	24%	18µM*	-9%
PTHR1 agonist	10%	i	?	i	-36%[inhibitor]	-1%	i	i
DRD3 antagonist	-4	21	0	1	6	?	16	0
GLP-1R agonist	-8%	-1%	4%	8%	-5%	16%	/	0%
aSyn rescue	-2%	23%	6%	0%	-2%	?	-19%	?
Akt phos inh	i	i	-112%*	i	i	i	i	i
Abeta rescue	-10%	2%	16%	-3%	-4%	3%	?	-34%
GLP-1R inv ag	-2%	15%	-5%	?	8%	?	?	7%

17) CC(=O)N1c2ccc(S(=O)(=O)N(C)CC(=O)NC3CCCCC3C)cc2CC1C (configuration not stated)
18) CCOc1ccc(-c2nc(S(=O)(=O)c3ccccc3)c(NC)o2)cc1
19) CCC1CCC(N2CCN(c3ccc(F)cc3)CC2)CC1 (configuration not stated)
20) Cc1c(NS(=O)(=O)c2ccc3c(c2)NC(=O)CC(=O)N3)cccc1[N+](=O)[O-]
21) Cc1cccn2c(=O)c3cc(C(=O)NC4CCCC4)c(=N)n(Cc4ccc(F)cc4)c3nc12
22) CCN1C(=O)C(NC(C)=O)c2cc(OC)ccc21 (configuration not stated)
23) Cc1ccc(Cc2nc3ccccc3nc2SCC(=O)Nc2ccc3c(c2)OCO3)cc1
24) O=C(Nc1nnc(Cc2ccc(Cl)cc2)s1)c1ccco1

assay / compound	17	18	19	20	21	22	23	24
FUS yeast rescue	13%	/	-3%	6%	-6%	-15%	11%	-12%
TDP43 rescue	-7%	17%	17%	2%	-11%	16%	13%	-11%
PTHR1 agonist	-32%	i	-17%	-39%[inhibitor]	-33%[inhibitor]	-4%[57.5 µM]	-4%	-23%
DRD3 antagonist	29	6	-25	3	-8	22	/	-4
GLP-1R agonist	-4%	-5%	-5%	0%	8%	-14%	1%	13%
aSyn rescue	10%	2%	6%	3%	1%	-16%	/	-15%
Akt phos inh	i	i	i	i	i	i	/	i
Abeta rescue	2%	6%	10%	5%	-13%	1%	-7%	11%
GLP-1R inv ag	14%	13%	?	1%	42%[activator]	3%	-8%	8%

# A second format for part of the listing above.
# Under each structure: FUS yeast rescue, TDP43 rescue, PTHR1 agonist, DRD3 antagonist, GLP-1R agonist, aSyn rescue, Akt phos inh, Abeta rescue, GLP-1R inv ag
22) CCN1C(=O)C(NC(C)=O)c2cc(OC)ccc21 (configuration not stated)
 : -15%, 16%, -4%[57.5 µM], 22, -14%, -16%, i, 1%, 3%
23) Cc1ccc(Cc2nc3ccccc3nc2SCC(=O)Nc2ccc3c(c2)OCO3)cc1
 : 11%, 13%, -4%, /, 1%, /, /, -7%, -8%
17) CC(=O)N1c2ccc(S(=O)(=O)N(C)CC(=O)NC3CCCCC3C)cc2CC1C (configuration not stated)
 : 13%, -7%, -32%, 29, -4%, 10%, i, 2%, 14%
20) Cc1c(NS(=O)(=O)c2ccc3c(c2)NC(=O)CC(=O)N3)cccc1[N+](=O)[O-]
 : 6%, 2%, -39%[inhibitor], 3, 0%, 3%, i, 5%, 1%
21) Cc1cccn2c(=O)c3cc(C(=O)NC4CCCC4)c(=N)n(Cc4ccc(F)cc4)c3nc12
 : -6%, -11%, -33%[inhibitor], -8, 8%, 1%, i, -13%, 42%[activator]

# The main list resumes, starting four compounds before the break.
21) Cc1cccn2c(=O)c3cc(C(=O)NC4CCCC4)c(=N)n(Cc4ccc(F)cc4)c3nc12
22) CCN1C(=O)C(NC(C)=O)c2cc(OC)ccc21 (configuration not stated)
23) Cc1ccc(Cc2nc3ccccc3nc2SCC(=O)Nc2ccc3c(c2)OCO3)cc1
24) O=C(Nc1nnc(Cc2ccc(Cl)cc2)s1)c1ccco1
25) O=C(COC(=O)CCC(=O)c1cccs1)NCc1ccc(Cl)cc1
26) CN1CCN(S(=O)(=O)c2cccc(C(=O)Nc3cccc(S(N)(=O)=O)c3)c2)CC1
27) CCCNc1[nH]c(=O)n(C)c(=O)c1N=O
28) CC(C)(C)n1nc2c(c1NC(=O)c1ccc(S(=O)(=O)N3CCCCC3)cc1)CS(=O)C2 (configuration not stated)
29) Cc1cc(CCN2CCC(=O)NC2=S)ccc1OC(C)C
30) Cc1ccc(C(=O)CN2C(=O)NC3(CCc4ccccc43)C2=O)s1 (configuration not stated)
31) CCOc1ccccc1Oc1c(C)oc2c(CN3CCN(CCO)CC3)c(O)ccc2c1=O
32) Cc1ccc(-n2c(SCc3ccccc3F)nc3[nH]ncc3c2=O)cc1Cl
33) Cc1ccc(S(=O)(=O)N(CC(=O)NC2CC3CCC2C3)c2ccccc2)cc1 (configuration not stated)

assay / compound	21	22	23	24	25	26	27	28	29	30	31	32	33
FUS yeast rescue	-6%	-15%	11%	-12%	-6%	10%	23%	5%	0%	/	-7%	?	-2%
TDP43 rescue	-11%	16%	13%	-11%	?	-12%	8%	2%	17%	-23%	-26%	18%	14%
PTHR1 agonist	-33%[inhibitor]	-4%[57.5 µM]	-4%	-23%	i	i	1%	-22%[57.5 µM]	i	-5%	-4%[57.5 µM]	-4%	-11%
DRD3 antagonist	-8	22	/	-4	-5	4	?	13	1	-10	-17	/	-10
GLP-1R agonist	8%	-14%	1%	13%	-2%	1%	4%	-7%	-4%	0%	-2%	2%	-1%
aSyn rescue	1%	-16%	/	-15%	0%	0%	2%	-5%	?	6%	-1%	/	1%
Akt phos inh	i	i	/	i	i	i	i	i	i	i	i	/	i
Abeta rescue	-13%	1%	-7%	11%	-33%	4%	-3%	20%	24%	-7%	-5%	2%	-10%
GLP-1R inv ag	42%[activator]	3%	-8%	8%	7%	13%	0%	6%	4%	2%	7%	?	?

# Screening data as filed in PubChem.

# This is a subset; the hit share may differ from the screen's.
